# UHRF1 binding – human UHRF1 methylated DNA binding inhibitors; Q96T88; UHRF1 binding to methylated oligo, TR-FRET; inhibition, % at 4.4 µM; actives 0.75% (n = 370,000); AID 687016; in the data active = inhibition above about 21%;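 note: UHRF1 SRA domain binding a hemimethylated CpG hairpin DNA probe; 0% = median of test compound wells and 100% = reference inhibitor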
# TCR-CD3 inh – blocks the human TCR-CD3 interaction | actives 0.37% (n = 360,000) | inhibition, % at 9.4 µM | TAMRA-labeled TCR probe fluorescence, biochemical | AID 651800; in the data active = inhibition above about 19%;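 note: recombinant mutant TCR 2C K166C tagged with TAMRA read by polarization; 0% = receptor in buffer alone and 100% = receptor with positive control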
# PRMT1 FP inh – PRMT1 (human) inhibition, primary screen; Q99873; recombinant PRMT1, activity-based probe fluorescence polarization; inhibition, % at 2.79 µM; actives 1.3% (n = 370,000); AID 652257;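 active = inhibition above about 21% made by adding two undisclosed values, limit read from the data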
# MBD2 DNA inh – inhibitors of human MBD2 binding to methylated oligonucleotide. Q9UBB5. actives 0.31% (n = 370,000). inhibition, % at 4.4 µM. AID 686964. TR-FRET; in the data active = inhibition above about 13%
# Target sequence (Q9UBB5 whole entry, looked up): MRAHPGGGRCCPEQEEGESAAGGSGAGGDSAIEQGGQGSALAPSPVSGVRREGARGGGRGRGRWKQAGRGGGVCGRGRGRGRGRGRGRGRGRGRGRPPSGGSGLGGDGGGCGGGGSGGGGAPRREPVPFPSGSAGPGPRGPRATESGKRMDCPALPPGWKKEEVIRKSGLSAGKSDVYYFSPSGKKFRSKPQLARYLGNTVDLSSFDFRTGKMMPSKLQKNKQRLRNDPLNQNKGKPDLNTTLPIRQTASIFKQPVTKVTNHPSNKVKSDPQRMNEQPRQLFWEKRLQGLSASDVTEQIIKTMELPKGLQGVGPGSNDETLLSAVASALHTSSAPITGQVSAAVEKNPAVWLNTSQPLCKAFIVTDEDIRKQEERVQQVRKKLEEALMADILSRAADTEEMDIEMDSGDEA
# ABHD4 inh – ABHD4 (mouse) inhibition, primary FP screen; Q8VD66; purified mABHD4, FP-Rh probe fluorescence polarization; inhibition, % at 8.92 µM; actives 0.54% (n = 370,000); AID 720543;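 active = inhibition exceeding the mean over every tested compound plus 3 SD, cut at about 30% in these data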;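 note: 0% = plate median of compound wells and 100% = S159A mutant with DMSO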
# Target sequence (Q8VD66 whole entry, looked up): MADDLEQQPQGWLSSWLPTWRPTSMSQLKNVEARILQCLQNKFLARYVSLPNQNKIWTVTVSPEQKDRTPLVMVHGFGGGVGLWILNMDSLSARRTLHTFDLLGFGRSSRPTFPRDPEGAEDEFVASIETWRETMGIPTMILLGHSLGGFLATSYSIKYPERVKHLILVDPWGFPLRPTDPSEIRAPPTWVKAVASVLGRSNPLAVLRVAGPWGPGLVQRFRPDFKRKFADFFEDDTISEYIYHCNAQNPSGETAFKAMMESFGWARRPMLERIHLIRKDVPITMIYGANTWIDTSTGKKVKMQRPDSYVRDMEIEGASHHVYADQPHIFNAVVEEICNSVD
#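 system = mouse ABHD4 enzyme, wild type | medium = HEPES pH 7.0, NaCl, Pluronic buffer | also added = FP-Rh probe | incubation = Enzyme–compound pre-incubation 45 min, then probe 60 min, both 25 °C | technique = fluorescence polarization, excitation 525 nm, emission 598 nm, BODIPY TMR filters | controls = S159A mutant high control, sample median low control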
# HTRA1 inh – inhibitors of human serine peptidase HTRA1. recombinant HTRA1, FP-rhodamine activity-based probe, fluorescence polarization. actives 0.5% (n = 340,000). AID 504803. Q92743. inhibition, % at 5.96 µM; in the data active = inhibition above about 36%;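 note: 0% = enzyme with DMSO and 100% = wells lacking enzyme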
# rCAG binder – binds r(CAG) RNA repeats | r(CAG) RNA repeat, TO-PRO-1 dye displacement fluorescence | inhibition, % at 3 µM | actives 1.3% (n = 370,000);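 active = inhibition above the plate cutoff, the mean of all test compounds on that plate plus 3 SD, cut at about 35% in these data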;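 note: 0% = DMSO alone and 100% = 100 µM mitoxantrone as full dye displacement; higher means more dye released from RNA so lower well fluorescence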
# SIAE inh – human SIAE inhibition, primary screen. actives 0.69% (n = 370,000). SIAE FP-Rh probe binding, fluorescence polarization. inhibition, % at 9.66 µM;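 active = inhibition above a cutoff: mean of compounds within the control limits plus 3 SD of those, cut at about 17% in these data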;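 note: 0% = plate median of compound wells and 100% = probe without SIAE protein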
# GC-A act – GC-A (human) enzyme activation. AID 1671463. P16066. actives 0.14% (n = 370,000). HEK293 GC-A cells, cGMP TR-FRET, EC30 ANP; 0% at EC30 ANP, 100% saturating ANP. activation, % at 10 µM; in the data active = activation above about 40%
# GC-B act – GC-B (human) receptor activation. P20594. HEK293-GC-B cells, CNP EC30, cGMP TR-FRET; 0% at EC30 CNP, 100% saturating CNP. activation, % at 10 µM. actives 0.11% (n = 370,000);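 active = activation at 10 µM reaching about 35% in either raw or pattern-adjusted values, limit read from the data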
# Starred values were filed as active, the others as inactive; · = not tested or not shown. An excerpt. The share of hits here may be higher or lower than overall.
SMILES,UHRF1 binding,TCR-CD3 inh,PRMT1 FP inh,MBD2 DNA inh,ABHD4 inh,HTRA1 inh,rCAG binder,SIAE inh,GC-A act,GC-B act
COc1ccc(NC(=O)C(Sc2nnc(-c3ccncc3)n2-c2ccccc2C)c2ccccc2)cc1Cl (stereo not given),1,6,-4,-6,-24,-86,10,-19,0,3
CCOc1ccc(NCc2ccccc2OCc2cccc(F)c2)cc1,-2,-3,8,-6,6,-11,9,9,-5,1
O=C(NC1CCN(C(=S)NCc2ccco2)CC1)NC12CC3CC(CC(C3)C1)C2,0,4,17,0,2,-10,2,-1,-10,-14
CCOc1ccccc1Nc1nnc(SCC(=O)NC(Cc2c[nH]c3ccccc23)C(=O)O)s1 (stereo not given),0,4,-2,1,12,-10,39*,5,0,5
Cn1ncc(Br)c1C(=O)Nc1cccc(C(F)(F)F)c1,4,-4,-4,3,-3,-12,2,6,-4,1
N/C(=N\OC(=O)CCCOc1ccccc1)c1cccc([N+](=O)[O-])c1,5,1,3,5,-3,3,3,-3,9,4
O=C1c2ccccc2NC(c2ccccc2Cl)N1N=C1CCCCCC1 (stereo not given),2,6,0,-7,-3,-10,1,3,5,21
O=S(=O)(Nc1ccccn1)c1cccc(S(=O)(=O)c2ccc(Cl)cc2)c1,2,0,-4,-4,0,-2,5,1,4,-1
COc1ccc(-c2n[nH]c(C)c2-c2cnn(-c3ccccc3)c2)c(O)c1C,-4,2,-1,-3,-22,-24,12,-2,-4,4
Cc1cc(C(=O)O)cc(S(=O)(=O)NNC(=O)c2cccs2)c1C,-2,-2,-2,-7,3,-2,2,9,0,5
Cc1cc(S(=O)(=O)Cc2noc(-c3c(C)noc3C)n2)c(C)cc1Cl,3,-10,6,-2,2,7,-4,-6,-18,-16
COc1ccc(Nc2c(-c3ccco3)nc3cccc(C)n23)cc1,0,9,8,-4,6,5,5,3,19,-2
CC(=O)Nc1ccc2nc(CN3CCC(CO)(CCc4ccccc4)CC3)ccc2c1,1,7,-7,-5,-2,-11,-3,-5,-1,1
CCCOc1ccccc1OCC(=O)Nc1ccc(S(=O)(=O)N2CCCC2)cc1,0,-4,4,1,-12,-16,-6,1,0,4
C(=N\Nc1ccccn1)/c1ccc(N2CCOCC2)cc1,4,4,0,0,1,-4,0,5,5,-2
COc1ccc2nc(N3CCCCC3)c(C#N)cc2c1,-1,-2,-1,-2,-3,6,-3,-10,5,-2
COc1ccc(-c2ccc3ccccc3n2)cc1,10,6,-4,2,-6,-9,-4,-2,0,-2
O=C(N/N=C/c1cc2c3c(c1O)CCCN3CCC2)c1ccccc1O,-20,69*,17,-17,44*,51*,18,43*,0,-4
COc1ccc(-c2cc(C(=O)Nc3cc(C)ccc3O)no2)cc1,3,-3,2,6,0,2,2,1,2,2
CCN(CC)C(=O)COc1ccc(-c2nnc(Nc3ccc(OC)c(C(=O)NC)c3)c3ccccc23)cc1,2,-10,6,0,-4,-6,-4,-3,-5,-3
COc1cc2c(cc1OC)CN(C(=O)c1ccco1)CC2,0,-8,1,-6,-1,-3,-3,-4,0,-2
Cc1ccc(C)c(N(CC(=O)NCc2ccc3c(c2)OCO3)C(=O)CCC(=O)Nc2ccccn2)c1,1,-4,-1,2,8,-6,-9,-8,-12,-9
Cc1cc(C)cc(C(=O)NCC(=O)OCC(=O)N2CCCCC2)c1,0,1,3,-1,4,4,-6,2,4,4
O=C(c1nn2c(C(F)(F)F)cc(-c3ccc(F)cc3)nc2c1Cl)N1CCOCC1,3,-1,3,1,0,1,0,-1,5,5
COCCCNC(=O)c1c(N)n(-c2cccc(S(N)(=O)=O)c2)c2nc3ccccc3nc12,-6,3,-2,-2,1,-14,4,-8,15,8
SMILES,UHRF1 binding,TCR-CD3 inh,PRMT1 FP inh,MBD2 DNA inh,ABHD4 inh,HTRA1 inh,rCAG binder,SIAE inh,GC-A act,GC-B act
Cc1ccc(NS(=O)(=O)c2cc(C(=O)N3CCCC3)ccc2C)cc1C,2,1,-1,2,-4,0,-5,3,-4,4
CCCCCCNS(=O)(=O)c1ccc(NC(=O)C2CCCO2)cc1 (stereo not given),18,10,-4,6,-7,-5,-1,3,1,-8
CCOc1ccc(NC(=O)C2CCC(N3C(=O)C4CC=CCC4C3=O)CC2)cc1 (stereo not given),-1,0,-1,4,-1,4,-5,-3,-3,-4
O=C(CN1C(=O)NC(Cc2c[nH]c3ccccc23)C1=O)Nc1cccc(S(=O)(=O)N2CCOCC2)c1 (stereo not given),-2,0,-3,2,-1,8,10,-3,-1,-1
O=C(C[C@H]1C/C=C\CC[C@@H](Cc2ccc(F)cc2)C(=O)OCCNC1=O)NCCO,0,-5,-2,6,8,3,-3,0,1,7
Cc1cc([N+](=O)[O-])nn1Cc1ccc(F)cc1,21*,3,-5,1,-2,2,-2,3,2,-4
CC(=O)Nc1ccc(CN(C)c2c(C)nc3ccc(C(=O)NC4CCN(Cc5ccccc5)CC4)cn23)cc1,-1,0,2,-3,4,·,2,4,-1,0
Cc1cccc(C)c1NC(=O)C1(C)CN(S(C)(=O)=O)CC(=O)N1Cc1cccc(F)c1 (stereo not given),0,0,-3,0,-4,·,3,8,-1,5
O=C(Nc1ccc(S(=O)(=O)N2CCCC2)cc1)C1CCCCC1,-1,-4,1,-1,2,-4,-1,5,2,10
COc1ccc(-c2csc(N)n2)cc1F,10,6,-3,1,-6,-4,-1,0,0,0
COc1ccc(/C(C)=N\NC(=O)C(c2ccncc2)N2CCOCC2)cc1 (stereo not given),0,-5,1,-1,2,4,1,4,-3,3
CC(C)NC(=O)C1(C)CCCCCN1C(=O)c1ccc(-c2ccccc2)cc1 (stereo not given),1,0,10,1,-1,·,0,-2,1,3
CC(C)CNC(=O)OCc1cn(Cc2ccc(F)cc2)nn1,4,·,-6,2,-1,·,0,-8,-1,3
c1ccc2c(c1)ccc1nnc(SCc3ccc4c(c3)OCO4)n12,3,-5,2,9,-9,-3,6,0,4,0
O=C(/C=C(\O)c1ccccc1)C(=O)NNC(=O)c1ccccc1[N+](=O)[O-],-1,15,-2,0,10,1,5,1,0,-3
O=C1C2C3C=CC(C3)C2C(=O)N1c1ccc(-c2nc3ccccc3o2)cc1 (stereo not given),-3,-2,-1,-6,2,-3,-1,-2,11,3
Cc1nnc(SCC(=O)NCc2ccccc2Cl)[nH]c1=O,21*,10,-1,3,2,7,-3,2,3,6
CNC(=O)C1CC(=O)N(CCCc2ccccc2)C(=Nc2ccccc2)S1 (stereo not given),2,-3,2,3,-4,-12,-2,-3,1,1
CC1CCC2(CC1)NC(=O)N(CC(=O)NCc1ccc(F)cc1)C2=O (stereo not given),1,-7,3,0,-5,-10,2,3,-1,-2
CCOC(=O)NC(=O)COC(=O)CNC(=O)c1ccc(OCC)c(OCC)c1,0,4,0,-5,7,6,-2,4,-2,1
CCN(CC(=O)Nc1cc(Cl)ccc1C)C(=O)CSCc1c(C)noc1C,-3,6,-4,-5,-3,3,-4,-2,2,4
Cc1ccc(NC(=O)N2CCCC2C(=O)NCc2cccs2)cc1 (stereo not given),-1,4,-1,-1,-1,-4,2,10,-3,-1
Cc1ccccc1C(=O)OCC(=O)N(C)c1c(N)n(Cc2ccccc2)c(=O)[nH]c1=O,-2,2,-2,-1,1,-4,-6,0,1,-2
O=C(CCCNS(=O)(=O)c1cccs1)N1CCN(c2ccc(F)cc2)CC1,-3,4,-3,0,0,1,-3,11,2,5
Cc1cc(CNC(=O)COc2ccccc2)c2ccccc2n1,3,5,-1,8,1,-2,-4,-2,-3,0

# Compound profiles (already shown).
# O=C(/C=C(\O)c1ccccc1)C(=O)NNC(=O)c1ccccc1[N+](=O)[O-] reads UHRF1 binding = -1; TCR-CD3 inh = 15; PRMT1 FP inh = -2; MBD2 DNA inh = 0; ABHD4 inh = 10; HTRA1 inh = 1; rCAG binder = 5; SIAE inh = 1; GC-A act = 0; GC-B act = -3
# O=C1C2C3C=CC(C3)C2C(=O)N1c1ccc(-c2nc3ccccc3o2)cc1 (stereo not given) reads UHRF1 binding = -3; TCR-CD3 inh = -2; PRMT1 FP inh = -1; MBD2 DNA inh = -6; ABHD4 inh = 2; HTRA1 inh = -3; rCAG binder = -1; SIAE inh = -2; GC-A act = 11; GC-B act = 3

# Next section
SMILES,UHRF1 binding,TCR-CD3 inh,PRMT1 FP inh,MBD2 DNA inh,ABHD4 inh,HTRA1 inh,rCAG binder,SIAE inh,GC-A act,GC-B act
CCCS(=O)(=O)c1c(S(=O)(=O)CCC)c2c(N)cccn2c1C(=O)c1ccc(OC)cc1,-3,0,6,-7,9,4,19,6,-15,1
COc1ccc(C(=O)NCC(=O)OCC(=O)Nc2cc(OC)ccc2OC)cc1,2,9,-2,-3,2,-4,-2,1,-2,-3
O=Cc1ccc(OCC(=O)Nc2ccccc2C(F)(F)F)cc1,-2,5,2,3,-3,6,-1,0,-1,4
Cc1ccn2c(NC3CCCCC3)c(-c3ccc(SC4CCCCC4)cc3)nc2c1,1,0,1,2,5,·,4,1,2,-3
COc1ccc(NC(=O)CN2CCCC(C)C2)c([N+](=O)[O-])c1 (stereo not given),0,-2,2,4,0,2,-3,5,-2,2
COc1ccc(S(=O)(=O)Nc2c(C)n(C)n(-c3ccccc3)c2=O)cc1C(=O)O,12,1,-3,0,4,-2,0,-1,-1,3
O=C(CCN1C(=O)c2ccccc2C1=O)Nc1cccc(S(=O)(=O)N2CCCCC2)c1,-1,6,-2,0,-2,1,11,1,1,2
Cn1c(NCc2ccccc2Cl)nc2ccccc21,-2,6,-3,-4,-4,-2,2,4,2,-13
CCOC(=O)C(NC(C)=O)(Nc1ccc(S(=O)(=O)Nc2cc(C)on2)cc1)C(F)(F)F (stereo not given),-3,-5,0,-6,1,5,3,-2,1,5
CCOC(=O)c1cc(-c2ccccc2)sc1NC(=O)CSc1nnc(N)s1,4,1,-4,2,-8,-32,8,-29,-7,-2
COc1cccc(CN(C)CC(=O)Nc2ccccc2C(=O)NC2CC2)c1,2,0,5,-6,3,-9,-2,1,2,-1
COC(=O)c1cc2c(c3c4cc(F)ccc4n(S(=O)(=O)c4cccc(C)c4)c13)C(=O)N(Cc1ccc(C(F)(F)F)cc1)C2,-2,-5,4,0,-9,·,12,-7,-1,-5
O=C(c1cnc2ccccc2n1)N1CCN(c2ccc(C(F)(F)F)cn2)CC1,1,-2,-3,3,1,-6,-6,-2,6,4
O=S(=O)(Nc1ccc(NS(=O)(=O)c2ccccc2)c(Cl)c1)c1ccccc1,5,1,-2,-7,-7,-3,4,3,-2,0
Cc1ccc(C)c(N2N=C(C(=O)OCc3nnc(-c4ccccc4)o3)CCC2=O)c1,-2,-2,5,-3,4,5,-6,-5,-4,-4
O=C(NCCN1CCC(Cc2ccccc2)CC1)C1CCCN(S(=O)(=O)c2ccccc2)C1 (stereo not given),0,·,2,-1,7,·,1,-1,-2,-2
CCOC(=O)c1ccccc1NC(=O)COC(=O)CCNS(=O)(=O)c1cccs1,1,0,-3,0,0,-5,0,0,-1,-1
O=C(c1ccc(COc2c(F)c(F)cc(F)c2F)o1)N1CCN(c2ccccc2)CC1,0,-3,3,0,-3,1,-6,5,-3,0
CCOC(=O)C(CCCCP(=O)(c1ccccc1)c1ccccc1)(NC(C)=O)C(=O)OCC,0,-6,4,-7,7,3,-9,1,0,3
O=C(O)CCc1ccc(-c2ccc(Br)cc2)n1Cc1ccco1,1,-4,8,5,3,-9,21,3,-4,5
